# Bioassay records deposited in PubChem by several laboratories.
# SRC1 inh = inhibits human SRC1 coactivator. HEK293 GAL4-SRC1 luciferase reporter, luminescence. inhibition, % at 3.6 µM. 360,000 tested, 0.12% active. AID 588354;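 active means inhibition above the campaign mean plus 3 SD, with each screening campaign given its own cutoff, cut at about 60% in these data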;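 further: 0% = DMSO treated cells and 100% = gossypol at 36 µM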
# Target sequence (Q15788 whole entry, looked up, the tested form may be a part): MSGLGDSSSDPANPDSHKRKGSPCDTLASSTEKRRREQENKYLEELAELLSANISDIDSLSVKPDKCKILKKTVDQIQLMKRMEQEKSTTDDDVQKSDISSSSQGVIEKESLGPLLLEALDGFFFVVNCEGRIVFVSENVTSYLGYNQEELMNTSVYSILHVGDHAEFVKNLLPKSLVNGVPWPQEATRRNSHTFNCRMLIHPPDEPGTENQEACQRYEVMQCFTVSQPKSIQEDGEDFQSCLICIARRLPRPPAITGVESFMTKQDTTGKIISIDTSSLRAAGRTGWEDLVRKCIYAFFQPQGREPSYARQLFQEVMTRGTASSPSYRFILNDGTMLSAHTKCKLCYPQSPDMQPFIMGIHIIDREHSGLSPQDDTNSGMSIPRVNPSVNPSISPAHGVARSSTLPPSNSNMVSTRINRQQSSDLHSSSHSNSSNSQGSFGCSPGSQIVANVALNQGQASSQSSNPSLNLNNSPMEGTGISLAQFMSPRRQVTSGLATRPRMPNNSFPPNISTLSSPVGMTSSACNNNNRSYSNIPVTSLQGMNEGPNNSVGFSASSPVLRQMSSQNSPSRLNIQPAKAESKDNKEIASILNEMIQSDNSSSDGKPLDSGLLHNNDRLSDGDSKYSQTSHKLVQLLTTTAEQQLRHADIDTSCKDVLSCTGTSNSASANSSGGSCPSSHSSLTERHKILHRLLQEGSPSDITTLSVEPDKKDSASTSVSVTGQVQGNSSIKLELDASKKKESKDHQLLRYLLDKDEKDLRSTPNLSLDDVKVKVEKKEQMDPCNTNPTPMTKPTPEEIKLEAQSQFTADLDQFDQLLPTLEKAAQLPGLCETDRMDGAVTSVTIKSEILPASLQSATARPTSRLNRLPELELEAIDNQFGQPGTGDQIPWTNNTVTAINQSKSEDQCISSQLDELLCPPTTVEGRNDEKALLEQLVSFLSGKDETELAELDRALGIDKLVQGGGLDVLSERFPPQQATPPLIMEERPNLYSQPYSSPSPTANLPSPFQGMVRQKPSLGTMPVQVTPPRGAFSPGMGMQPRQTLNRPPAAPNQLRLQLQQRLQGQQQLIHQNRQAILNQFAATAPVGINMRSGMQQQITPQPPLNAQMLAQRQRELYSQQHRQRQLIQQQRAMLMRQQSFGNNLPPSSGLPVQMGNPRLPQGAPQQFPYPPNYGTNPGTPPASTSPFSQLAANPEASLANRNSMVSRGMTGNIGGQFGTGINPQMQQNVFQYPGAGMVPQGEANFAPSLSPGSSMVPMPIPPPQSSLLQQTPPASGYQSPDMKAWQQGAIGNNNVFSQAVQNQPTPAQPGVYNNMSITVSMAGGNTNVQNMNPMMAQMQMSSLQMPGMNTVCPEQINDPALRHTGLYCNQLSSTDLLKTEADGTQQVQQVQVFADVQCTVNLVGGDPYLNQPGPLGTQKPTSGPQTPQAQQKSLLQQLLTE
# LRH-1 inv ag = inverse agonists of human LRH-1 (NR5A2) | inhibition, % at 3.6 µM | 360,000 tested, 0.13% active | AID 602396 | HEK293T StAR-luciferase reporter, LRH-1 transfected, 24 h;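 active means inhibition above the mean inhibition of all tested compounds plus 3 SD, cut at about 73% in these data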;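 further: 0% = DMSO wells and 100% = reporter-only cells lacking LRH-1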
# EBV LMP1 NFkB = Epstein-Barr LMP1 NF-kappaB reporter inhibition. LMP1-induced NF-kappaB luciferase reporter cells, luminescence. inhibition, % at 12.5 µM. 350,000 tested, 0.69% active. AID 504558; in the data active means inhibition above about 41%;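 further: 0% = neutral control wells and 100% = reference inhibitor control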
# CF NFkB block = inhibitors of cystic fibrosis induced NF-kB; KKLEB NF-kB-GFP reporter, PAF-induced, GFP fluorescence overnight; inhibition, % at 5 µM; 360,000 tested, 0.86% active;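 active means at least 50% inhibition at 5 µM, scaled per plate between neutral and stimulator controls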;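 further: PAF is a Pseudomonas aeruginosa culture filtrate used as stimulus; plate controls were PAF-stimulated DMSO wells for no effect and unstimulated DMSO wells for full effect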
# TWEAK-Fn14 inh = TWEAK-Fn14 signaling inhibition; inhibition, % at 10 µM; TWEAK-stimulated Fn14 reporter cells, luciferase luminescence, 8 h; 360,000 tested, 2% active; in the data active means inhibition above about 50%
# NCOA3 inh = inhibits human SRC3 coactivator; Q9Y6Q9; inhibition, % at 3.6 µM; 360,000 tested, 0.17% active; HEK293 GAL4-SRC3 luciferase reporter, luminescence;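 active means inhibition above a per-campaign cutoff, the mean of all compounds plus 3 SD, cut at about 60% in these data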;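 further: 0% = DMSO-treated cells and 100% = gossypol-treated cells at 36 µM; higher means less SRC3-driven luciferase light from the GAL4 reporter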
# KKLEB cytotox = counter-screen for CF NF-kB inhibitors: cytotoxicity. KKLEB CF airway cells viability, ATPlite luminescence, overnight; active compounds read low; cells stimulated with P. aeruginosa culture filtrate. activity change (cytotoxicity), % at 5 µM. 360,000 tested, 0.36% active. AID 602141;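 active means corrected activity change at or below -50% at 5 µM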
# TRAIL sens C8 = caspase-8 TRAIL sensitization. NB7+C8 cells + TRAIL, ATPlite viability luminescence. inhibition (viability loss, TRAIL sensitization), % at 10 µM. 360,000 tested, 1% active;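 active means compounds causing at least 50% loss of cell viability in the single-dose screen, relative to plate controls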
# TROY NFkB inh = inhibitors of TROY-dependent NF-kB signaling; Q293 LMP1-TROYcd NF-kB luciferase reporter, 4 h; inhibition, % at 10 µM; 360,000 tested, 0.98% active;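 active means compounds whose plate-normalised and pattern-corrected inhibition of the luciferase reporter signal at the single screening dose is 50% or more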
# Shn3 inh set2 = reduces Shn3 3'UTR luciferase signal in osteoblasts; Clone20 osteoblast Shn3 3'UTR firefly luciferase, 24 h; inhibition, % at 12.5 µM; 360,000 tested, 0.52% active; AID 588674;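 active means mean inhibition of at least 75% with every replicate also reaching 75%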;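 further: 0% = median of neutral control wells and 100% = pilot-screen positive control compound; some compounds past the cut are filed as inactive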
# NR2F2 inh = blocks human COUP-TFII nuclear receptor; P24468; HEK293T NGFI-A luciferase reporter, luminescence; inhibition, % at 8.6 µM; 370,000 tested, 0.7% active; AID 686940;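 active means inhibition above a per-plate cutoff, mean inhibition of test wells between control levels plus 3 SD, cut at about 38% in these data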;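 further: cells cotransfected with COUP-TFII expression vector driving the NGFI-A reporter; 0% = median of COUP-TF2 test wells and 100% = reporter-only cells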
# Active calls of the source: *; / = not tested or not shown.
SMILES,SRC1 inh,LRH-1 inv ag,EBV LMP1 NFkB,CF NFkB block,TWEAK-Fn14 inh,NCOA3 inh,KKLEB cytotox,TRAIL sens C8,TROY NFkB inh,Shn3 inh set2,NR2F2 inh
CCc1ccc(N/C(N)=N/c2nc(CSc3ncccn3)cc(=O)[nH]2)cc1,-2,6,-8,13,14,16,-9,15,9,56,-8
CN1CCN(S(=O)(=O)c2cccc(S(=O)(=O)c3ccc(Cl)c(Cl)c3)c2)CC1,-9,-6,-6,4,2,-20,2,2,1,14,-16
CCN(CC)CCCNC(=O)CC1Oc2ccc(C)cc2NC1=O (stereo not given),-17,1,6,26,-17,3,-26,19,0,18,6
O=C(OCc1ccc([N+](=O)[O-])cc1)C1CCN(S(=O)(=O)c2ccccc2)CC1,5,-4,1,11,-9,2,-8,-12,23,-17,12
Cc1sc(N/N=C/c2ccco2)nc1-c1ccccc1,-13,-49,-38,-3,-11,-11,10,3,-26,-20,-5
CCCCN(C)C(=O)c1coc(=O)c2ccccc12,8,-11,-13,-3,6,21,11,2,-2,-4,-1
COc1ccc(CCN(C)C(=O)c2cncc(Br)c2)cc1OC,-9,-17,-3,10,49,2,8,7,0,-12,-18
CC1CCN(S(=O)(=O)c2ccc3c(c2)c(=O)c(C(=O)N2CCOCC2)cn3C)CC1,-3,16,-4,-4,2,14,12,-7,10,29,-30
Cc1ccc(C)c(N2CCN(S(=O)(=O)c3ccc4c(c3)NC(=O)CO4)CC2)c1,-10,25,4,-26,-5,13,7,-2,10,9,-5
COCC(=O)NNC(=S)Nc1cccc(C)c1C,-13,-12,-1,18,-1,9,4,-8,5,-14,1
Cc1cc([N+](=O)[O-])nn1CCCC(=O)NCc1ccc(F)cc1,2,5,1,6,-6,15,6,-6,6,2,10
CC(C)CCCN1CCN=C1N(C)C,6,-11,-1,-4,5,3,6,2,3,19,-4
Oc1ccc(/C=N/n2c(COc3ccccc3)n[nH]c2=S)c(O)c1,6,-3,1,0,-2,5,0,-1,17,-4,-3
Cc1ccc(C(=O)c2c3ccccc3[n+]([O-])n2CCC(N)=O)cc1,-17,2,2,-1,6,-30,3,-3,-56,0,-12
O=C1CC(c2cc(Br)ccc2F)c2cc3c(cc2N1)CCC3 (stereo not given),3,3,2,40,6,0,-31,-2,24,37,/
Cc1ccc(C(=O)COC(=O)CNS(=O)(=O)c2ccccc2)cc1[N+](=O)[O-],-4,15,1,5,-2,2,2,-5,-10,7,7
Cc1sc2nc(CSc3cccc(C(F)(F)F)c3)[nH]c(=O)c2c1C,5,5,6,1,12,22,2,4,-12,20,-1
Cc1ccc(C(=O)NCCNC(=O)c2ccc(C)nc2)cc1,6,-7,4,-5,-9,-2,3,0,-1,4,-1
COc1cc2c(C(=O)N3CCCc4ccccc43)cn(C)c(=O)c2cc1OC,3,10,-6,9,6,2,-9,-13,-19,3,29
O=C(CC1C(=O)NC2CCCCC2N1C(=O)c1ccc([N+](=O)[O-])cc1)Nc1ccccc1 (stereo not given),-3,-23,-2,-31,-1,2,-6,0,-1,/,3
c1ccc(OCc2nnc3sc(C4COc5ccccc5O4)nn23)cc1 (stereo not given),-1,-13,-5,-5,6,-4,13,5,-7,-12,11
O=C1c2cccnc2C(=O)N1c1cccc(-c2nc3ccccc3o2)c1,12,2,4,6,6,18,7,-12,-38,0,-14
O=C(CSc1ccc2nnc(-c3cccc(F)c3)n2n1)NCC1CCCO1 (stereo not given),6,-11,-5,5,5,-15,2,-17,-1,19,-2
NC(=O)CSc1nc2sc3c(c2c2ncnn12)CCCC3,-9,-8,1,16,-35,9,-14,10,-4,-5,1
O=C(Cc1cccs1)Nc1ccon1,0,-13,6,-4,-10,-11,8,-10,-9,-31,-12
CCOC(=O)C1=C(C)NC(C)=C(C(=O)OC)C1c1ccco1 (stereo not given),10,12,5,4,1,22,-12,-12,2,-7,-6
CC1CCCCC1NC(=O)c1ccc2c(c1)[nH]c(=O)n2C1CCCC1 (stereo not given),4,-6,-24,7,-8,19,-3,13,-13,-2,-8
CCCCOC(=O)C1=C(C)NC2=C(C(=O)CCC2)C1c1cc(OC)ccc1OC (stereo not given),-13,-6,1,7,8,4,-7,-5,10,-3,-7
Cc1cccc(C)c1NC(=O)c1cccc(C(=O)Nc2c(C)cccc2C)n1,7,3,-13,3,9,8,-4,1,32,-19,10
CCOC(=O)c1c(C)[nH]c(C)c1C(=O)COC(=O)CSc1ccc(C)cc1,-14,0,2,-10,-31,-38,-18,-18,18,-31,19
N#C/C(=C\c1ccc(N2CCOCC2)o1)C(=O)Nc1ccc(O)cc1,-45,-20,-14,-14,-29,-29,10,29,-51,-18,-63
CC(=O)/C(C#N)=C1\NC(=O)C(Cc2ccc(C)c(Cl)c2)S1 (stereo not given),-24,-51,13,-32,-28,-100,16,19,-14,-2,-52
Cc1cc(N2CCN(C(c3ccccc3)c3ccccc3)CC2)n2ncnc2n1,-3,-13,-14,3,17,12,-2,-2,9,19,-15
Cc1cccnc1NC(=O)Cn1nc(C)c([N+](=O)[O-])c1C,-11,-3,6,0,6,13,3,4,1,-6,13
O=C1c2oc3ccc(F)cc3c(=O)c2C(c2ccccc2)N1CC1CCCO1 (stereo not given),-5,6,6,4,2,2,3,-6,-1,-4,-16
O=C(Nc1c2c(nn1-c1ccc(F)cc1)CSC2)c1ccc(S(=O)(=O)N2CCOCC2)cc1,-1,-1,3,0,17,-8,20,-5,13,-3,/
CC1SC(=Nc2ccccc2)N(S(=O)(=O)c2ccccc2)C1=O (stereo not given),-2,0,-10,-20,-4,18,3,-11,6,-22,-15
Cc1ccc(CNC(=O)C2CC3Cn4c(nc5cc(C)c(C)cc54)C3N2C)o1 (stereo not given),7,-24,6,16,0,-28,-3,2,13,10,-9
CC(=O)N1CCN=C1SCc1ccccc1Cl,7,10,-1,-9,7,10,-14,-6,-36,8,-10
O=C(C[n+]1ccsc1)c1ccccc1,1,-15,-3,12,-16,-14,12,4,-10,-15,10

# Already shown: 2 of the compounds above.
SMILES,SRC1 inh,LRH-1 inv ag,EBV LMP1 NFkB,CF NFkB block,TWEAK-Fn14 inh,NCOA3 inh,KKLEB cytotox,TRAIL sens C8,TROY NFkB inh,Shn3 inh set2,NR2F2 inh
CCN(CC)CCCNC(=O)CC1Oc2ccc(C)cc2NC1=O (stereo not given),-17,1,6,26,-17,3,-26,19,0,18,6
O=C(OCc1ccc([N+](=O)[O-])cc1)C1CCN(S(=O)(=O)c2ccccc2)CC1,5,-4,1,11,-9,2,-8,-12,23,-17,12

# The list continues:
SMILES,SRC1 inh,LRH-1 inv ag,EBV LMP1 NFkB,CF NFkB block,TWEAK-Fn14 inh,NCOA3 inh,KKLEB cytotox,TRAIL sens C8,TROY NFkB inh,Shn3 inh set2,NR2F2 inh
Cc1cc(C(=O)NC2CCCN(Cc3ccccc3F)C2)no1 (stereo not given),7,-2,-1,-12,6,6,10,-23,12,4,16
COc1ccc(S(=O)(=O)Nc2ccccc2N2CCOCC2)cc1OC,-30,-22,-2,-17,-13,-6,10,7,-42,-1,21
O=C(C1CCCN1S(=O)(=O)c1ccc(Cl)cc1)N1CCCCC1 (stereo not given),4,-9,1,-42,1,14,14,2,-6,9,-18
COc1ccc(CC(=O)NCc2n[nH]c(=S)n2-c2ccccc2OC)cc1,0,14,-2,-13,-6,14,5,5,22,7,18
COc1ccc(C(=O)CSc2nnc(CNc3ccc(C)cc3C)o2)cc1,-3,1,-6,21,2,-8,0,0,-16,5,0
Cc1c(C(=O)NCC(C)C)sc2nc(-c3ccc(F)cc3)cn12,-45,-92,-14,9,-8,-53,-23,14,-62,-14,-56
O=C(CCC1CCCCC1)Nc1ccccc1-c1ccccc1,6,1,6,8,10,15,9,4,-3,0,3
CC1(C)CC(=O)C=C(N2CCOCC2)C1,3,-18,7,-2,10,9,-4,-1,-7,3,-4
C=CCNCc1ccc(C(=O)NCCCCCCC)cc1[N+](=O)[O-],-7,-7,-7,-6,1,5,10,-2,-31,4,3
CCOC(CNC(=O)Cn1nc(C)c2ccccc21)OCC,9,0,-14,-15,-20,19,6,-1,6,2,-8
O=C(NCCS(=O)(=O)N1CCN(c2ccc(F)cc2)CC1)C1CC(=O)N(c2ccccc2)C1 (stereo not given),-17,21,-2,3,2,-31,8,5,6,34,16
CC(C)(C)OC(=O)NC(Cc1ccccc1)C(=O)NC(CSC1CCCCO1)C(=O)NN (stereo not given),-6,-1,1,-3,-15,-1,3,-2,-4,-5,6
CC(C)CC(C(=O)NC1CCCCC1)N(Cc1ccccc1)C(=O)c1snc(C(N)=O)c1N (stereo not given),6,11,-8,9,-33,7,-15,-16,-2,13,6

# An excerpt from above in order of length of the SMILES, descending.
SMILES,SRC1 inh,LRH-1 inv ag,EBV LMP1 NFkB,CF NFkB block,TWEAK-Fn14 inh,NCOA3 inh,KKLEB cytotox,TRAIL sens C8,TROY NFkB inh,Shn3 inh set2,NR2F2 inh
O=C(NCCS(=O)(=O)N1CCN(c2ccc(F)cc2)CC1)C1CC(=O)N(c2ccccc2)C1 (stereo not given),-17,21,-2,3,2,-31,8,5,6,34,16
CC(C)CC(C(=O)NC1CCCCC1)N(Cc1ccccc1)C(=O)c1snc(C(N)=O)c1N (stereo not given),6,11,-8,9,-33,7,-15,-16,-2,13,6
CC(C)(C)OC(=O)NC(Cc1ccccc1)C(=O)NC(CSC1CCCCO1)C(=O)NN (stereo not given),-6,-1,1,-3,-15,-1,3,-2,-4,-5,6
Cc1ccc(CNC(=O)C2CC3Cn4c(nc5cc(C)c(C)cc54)C3N2C)o1 (stereo not given),7,-24,6,16,0,-28,-3,2,13,10,-9
COc1ccc(CC(=O)NCc2n[nH]c(=S)n2-c2ccccc2OC)cc1,0,14,-2,-13,-6,14,5,5,22,7,18
COc1ccc(C(=O)CSc2nnc(CNc3ccc(C)cc3C)o2)cc1,-3,1,-6,21,2,-8,0,0,-16,5,0
Cc1c(C(=O)NCC(C)C)sc2nc(-c3ccc(F)cc3)cn12,-45,-92,-14,9,-8,-53,-23,14,-62,-14,-56
COc1ccc(S(=O)(=O)Nc2ccccc2N2CCOCC2)cc1OC,-30,-22,-2,-17,-13,-6,10,7,-42,-1,21
Cc1cc(C(=O)NC2CCCN(Cc3ccccc3F)C2)no1 (stereo not given),7,-2,-1,-12,6,6,10,-23,12,4,16
CCOC(CNC(=O)Cn1nc(C)c2ccccc21)OCC,9,0,-14,-15,-20,19,6,-1,6,2,-8
CC1(C)CC(=O)C=C(N2CCOCC2)C1,3,-18,7,-2,10,9,-4,-1,-7,3,-4
CC(=O)N1CCN=C1SCc1ccccc1Cl,7,10,-1,-9,7,10,-14,-6,-36,8,-10
O=C(C[n+]1ccsc1)c1ccccc1,1,-15,-3,12,-16,-14,12,4,-10,-15,10

# Some of the compounds tested. The share of hits here may be higher or lower than overall.
